Source: PubChem (National Center for Advancing Translational Sciences (NCATS))
KB-V1 MDR tox – qHTS assay for MDR1-selective chemotherapeutics: Primary screen using the drug-selected MDR subline cells KB-V1 | 3.4% of 400,000 active | KB-V1 MDR cells viability, CellTiter-Glo, 72 h | AID 1347076, 2019 | Potency, µM (titrated, usually from 46.1 µM), without a hit: at the top dose activity change, negative = cytotoxicity, hits mostly cytotoxic; note: potency is the fitted concentration of half-maximal effect; % is set by controls: 0 for no effect and ±100 for the full control effect; nearly all actives have a fitted effect of over 60% in size
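Drug-selected KB-V1 cells, grown in DMEM lacking phenol red with 10% FBS, receive compound titrations; after three days at 37 degrees C, surviving cell ATP is quantified by CellTiter-Glo luminescence and responses normalized and curve-fitted.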
WRN helicase inh – qHTS for Inhibitors of WRN Helicase; WRN helicase unwinding, fluorescent forked duplex, kinetic; 0.46% of 360,000 active; Bifunctional 3'-5' exonuclease/ATP-dependent helicase WRN (Homo sapiens), Q14191; AID 651768, 2012; Potency, µM (highest dose often 114 µM), without a hit: top-dose activity change, negative = inhibition, actives largely listed as inhibitors; note: potency is the fitted concentration of half-maximal effect; % is set by controls: 0 for no effect and ±100 for the full control effect; nearly all actives have a fitted effect of over 55% in size
Target sequence (Q14191 whole entry, looked up): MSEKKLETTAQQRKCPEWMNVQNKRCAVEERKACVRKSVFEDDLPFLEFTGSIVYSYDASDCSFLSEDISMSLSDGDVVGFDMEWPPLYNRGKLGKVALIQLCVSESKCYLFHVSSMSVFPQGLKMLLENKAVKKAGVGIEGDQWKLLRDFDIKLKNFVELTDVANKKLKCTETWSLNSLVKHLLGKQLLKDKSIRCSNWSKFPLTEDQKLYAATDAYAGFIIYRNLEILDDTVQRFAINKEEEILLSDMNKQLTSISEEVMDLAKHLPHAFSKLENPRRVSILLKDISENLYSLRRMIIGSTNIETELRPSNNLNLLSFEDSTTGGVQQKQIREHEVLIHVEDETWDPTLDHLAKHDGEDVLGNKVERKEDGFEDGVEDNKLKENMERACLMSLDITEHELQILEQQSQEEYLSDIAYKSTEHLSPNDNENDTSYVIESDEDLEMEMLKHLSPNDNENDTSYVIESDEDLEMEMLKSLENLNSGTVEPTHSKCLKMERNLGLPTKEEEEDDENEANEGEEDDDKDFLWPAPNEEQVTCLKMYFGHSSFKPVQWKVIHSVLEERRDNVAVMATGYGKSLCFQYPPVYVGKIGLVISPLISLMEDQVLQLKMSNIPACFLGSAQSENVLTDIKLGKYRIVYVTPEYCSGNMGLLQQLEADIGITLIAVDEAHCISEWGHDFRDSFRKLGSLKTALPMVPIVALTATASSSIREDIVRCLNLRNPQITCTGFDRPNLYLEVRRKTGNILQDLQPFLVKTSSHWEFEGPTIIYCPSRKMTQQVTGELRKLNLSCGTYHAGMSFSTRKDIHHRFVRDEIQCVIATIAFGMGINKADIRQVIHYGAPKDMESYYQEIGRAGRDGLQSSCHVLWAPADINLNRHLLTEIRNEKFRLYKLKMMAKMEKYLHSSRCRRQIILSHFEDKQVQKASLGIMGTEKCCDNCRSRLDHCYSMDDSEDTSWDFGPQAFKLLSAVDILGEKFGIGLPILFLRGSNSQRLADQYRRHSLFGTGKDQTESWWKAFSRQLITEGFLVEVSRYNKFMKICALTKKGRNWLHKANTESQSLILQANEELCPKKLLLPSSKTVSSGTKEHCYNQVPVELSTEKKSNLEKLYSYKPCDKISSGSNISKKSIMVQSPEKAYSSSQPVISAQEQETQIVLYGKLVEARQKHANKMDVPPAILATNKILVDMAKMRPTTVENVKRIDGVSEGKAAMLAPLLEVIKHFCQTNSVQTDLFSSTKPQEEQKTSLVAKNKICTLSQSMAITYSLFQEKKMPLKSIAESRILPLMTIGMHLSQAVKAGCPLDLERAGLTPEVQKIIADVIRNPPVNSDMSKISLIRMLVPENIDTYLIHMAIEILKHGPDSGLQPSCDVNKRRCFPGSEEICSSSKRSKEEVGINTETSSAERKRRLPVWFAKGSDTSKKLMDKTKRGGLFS
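Fluorescence dequenching readout, ex 525 nm/em 598 nm, kinetic mode: forked duplex DNA (100 nM final) with adjacent fluorophore and quencher unwound by WRN (20 nM final) with 2 mM ATP. Compound preincubation 15 min, room temperature.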
KB-3-1 tox – qHTS assay for MDR1-selective chemotherapeutics: Primary screen using the parental adenocarcinoma cell KB-3-1; 1.4% of 400,000 active; Potency, µM (series often up to 46.1 µM), inactives show top-dose activity change, negative = cytotoxic, actives largely listed as cytotoxic; KB-3-1 viability, CellTiter-Glo ATP luminescence, 72 h; note: potency is the fitted concentration of half-maximal effect; % is set by controls: 0 for no effect and ±100 for the full control effect; nearly all actives have a fitted effect of over 60% in size
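Cytotoxicity measured as CellTiter-Glo luminescence after 72 h at 37 C. Compound titrations were pinned onto drug-naive KB-3-1 parental adenocarcinoma cells grown in DMEM with 10% FBS, and normalized data fitted to concentration-response curves.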
HT1080-NT tox – qHTS for induction of synthetic lethality in tumor cells producing 2HG: qHTS for the HT-1080-NT fibrosarcoma cell line. HT-1080-NT fibrosarcoma viability, CellTiter-Glo ATP luminescence, 48 h. Potency, µM (highest dose often 46.1 µM), for the others: at the highest dose activity, negative = less viability, most hits filed as cytotoxic. 1.6% of 360,000 active. AID 686970, 2013;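 note: NT is the 2HG producing partner of a matched IDH1 knockdown line; potency is the fitted concentration of half-maximal effect; 0% = DMSO-treated cells and -100% = media-only wells without cells; nearly all actives have a fitted effect of over 55% in size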
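HT-1080-NT fibrosarcoma cells (2HG-overproducing), 750 cells/well in RPMI with 5% FBS, dosed after 2 h and incubated 48 h at 37C. CellTiter-Glo luminescence normalized to DMSO and no-cell wells; concentration-response curves fitted and classed.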
SW480 rerep – A quantitative high throughput screen for small molecules that induce DNA re-replication in SW480 colon adenocarcinoma cells; SW480 DNA re-replication, Hoechst DNA content imaging, 48 h; 1.8% of 340,000 active; Potency, µM (titrated, usually from 46.1 µM), inactives show at the highest dose re-replication activation, usual class: activators; note: potency is the fitted concentration of half-maximal effect; % of control where 0% means no effect; nearly all actives have a fitted effect of over 55% in size
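Compounds, transferred as 23 nL by pin tool, were incubated with cells for 48 hr; DNA content per nucleus was then quantified by Hoechst staining and fluorescence plate imaging.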
MCF10A rereplic – A quantitative high throughput screen for small molecules that induce DNA re-replication in MCF 10a normal breast cells. Potency, µM (doses to about 46.1 µM), for inactives: at the highest dose activity, positive = re-replication, hits mostly activators. 2.9% of 350,000 active. AID 624296, 2012. MCF 10A DNA re-replication, Hoechst nuclear intensity, 48 h; note: potency is the fitted concentration of half-maximal effect; % of control where 0% means no effect; nearly all actives have a fitted effect of over 50% in size
HT1080 IDH1KD tx – qHTS for induction of synthetic lethality in tumor cells producing 2HG: qHTS for the HT-1080-IDH1KD cell line; HT-1080 IDH1 knockdown viability, ATP luminescence, 48 h; Potency, µM (doses to about 46.1 µM), without a hit: at the highest dose activity, negative = toxicity, most hits filed as cytotoxic; 2% of 360,000 active;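 note: potency is the fitted concentration of half-maximal effect; 0% = DMSO wells and -100% = cell-free medium wells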
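Assay cells: HT-1080 with IDH1 knockdown, 750 per well, RPMI/5% FBS. Exposure: 48 h at 37 °C following 2 h pre-incubation. Read: CellTiter-Glo luminescence; fitted concentration-response, curve class assigned.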
ATXN2 expr inh – Primary qHTS for Inhibitors of ATXN expression; 0.72% of 360,000 active; Potency, µM (series often up to 57 µM), for the others: at the top dose activity change, negative = inhibition, most hits filed as inhibitors; HEK-293 ATXN2-luciferase reporter, luminescence, 24 h; note: potency is the fitted concentration of half-maximal effect; % is set by controls: 0 for no effect and ±100 for the full control effect; nearly all actives have a fitted effect of over 55% in size
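ATXN2-luciferase reporter cells (luciferase flanked by upstream and downstream ATXN2 gene portions) were treated 24 h at 37 °C with compounds at up to 57 uM. SteadyGlo luminescence gave expression; GF-AFC fluorescence gave viability.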
IL-1B inflam inh – qHTS for Inhibitors of Inflammasome Signaling: IL-1-beta AlphaLISA Primary Screen; activity change, % at 57.5 µM; 4.7% of 360,000 active; THP-1 LPS/ATP IL-1B secretion, AlphaLISA, 16 h; hits give low values; AID 743279, 2014; in the data active = activity change below about -50%; inconclusive = mostly about -30% to -49%; note: % is set by controls: 0 for no effect and ±100 for the full control effect
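Secreted IL-1B measured by AlphaLISA bead assay after 16 h compound exposure of THP-1 cells; compounds (final up to 57.5 uM) added 1 h before LPS (250 ng/mL) and ATP (1.25 mM) stimulation; lower signal means less secretion.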
* marks the source's active call; other numbers are inactive results; i = inactive; ? = inconclusive; . = not tested or not shown; [ ] = dose if it differs, or a comment. Unless noted, calls come from the whole dose curve; as a rule, active = well fitted curve in the direction sought with a large enough effect; inconclusive = small, poorly fitted or top-dose-only effect, or another doubt; inactive = no such curve, though single readings can be large; an effect the other way counts as inactive or inconclusive. Not a hit list; any-hit rate near 12%.

structure	KB-V1 MDR tox	WRN helicase inh	KB-3-1 tox	HT1080-NT tox	SW480 rerep	MCF10A rereplic	HT1080 IDH1KD tx	ATXN2 expr inh	IL-1B inflam inh
Cc1ccccc1OCC(=O)N/N=C/c1cccn1C	0%	-3%	-7%	-4%	-3%[9.22 µM]	?	2%	14%	-18
CCN(Cc1ccccc1)S(=O)(=O)c1cc(C(=O)O)ccc1OC	-12%	-1%	-3%	-6%	2%	3%	-4%	-26%	1
CC(C)NC(=O)CSc1nnc(-c2ccco2)n1N	12%	-4%	4%	6%	-10%	15%	7%	0%	9
CCOc1ccc(-c2cc(C(=O)NN=C3CCN(C)CC3)[nH]n2)cc1	3%	0%	?	-3%	4%	-2%	-7%	.	0
COc1ccc(OCc2cc(C(=O)NC(C)Cc3cnccn3)no2)c(Cl)c1 (stereo not given)	-20%	0%[57.1 µM]	-9%	-3%	-5%	0%	-13%	23%	18
COc1ccc(CNS(=O)(=O)c2ccc(NC(=O)N3CCCCC3)cc2)cc1	-24%	-2%	?	-2%	3%	-38%[inhibitor]	1%	-21%	1
Cc1ccccc1C(=O)c1cccn1CC(=O)NCC(C)c1ccccc1 (stereo not given)	-22%	-3%[57.1 µM]	-10%	0%	-5%	-2%	0%	8%	?
Cc1cccc(CN2CCN(Cc3cnn(-c4ccccc4F)c3)CC2CCO)n1 (stereo not given)	-8%	-5%	-10%	-4%	?	2%	2%	.	-15
NC(=O)C1CC(=O)N(Cc2ccc3c(c2)OCO3)C(=Nc2ccccc2)S1 (stereo not given)	?	-5%	-6%	-12%	-10%	3%	-7%	6%	10
COc1ccc(N(CC(=O)N2CCN(c3ccccc3F)CC2)S(=O)(=O)c2ccc(C)cc2)cc1	.	-12%	.	4%	?	11%	16%	7%	-8

Following part:
structure	KB-V1 MDR tox	WRN helicase inh	KB-3-1 tox	HT1080-NT tox	SW480 rerep	MCF10A rereplic	HT1080 IDH1KD tx	ATXN2 expr inh	IL-1B inflam inh
CCOC(=O)C1CCCN(C(=O)c2ccncc2)CC1 (stereo not given)	0%	-6%	0%	6%	.	.	9%	-1%	?
COc1ccc(C=NNc2nc3ccccc3s2)cc1	0%	6%	-5%	-16%	4%	-12%	-14%	-59%	-18
S=C(Nc1ccc(Br)cc1)NC1CCCCC1	-9%	-6%	-19%	-16%	-2%	?	-24%	51%	-91*
Cc1ccc(CN2CCS(=O)(=O)CC2)o1	0%	-2%	13%	6%	1%	-3%	-6%	15%	20
C=CCn1nnnc1-c1cccc(Cl)c1	1%	1%[57.1 µM]	-1%	1%	0%	-7%	?	3%	-4
CC1CCCN(C(=O)Nc2cccc(NC(=O)N3CCCC(C)C3C)c2)C1C (stereo not given)	-2%	1%	4%	10%	-5%	-23%	11%	-4%	-3
O=C(/C=C/c1ccco1)OCn1nnc2ccccc2c1=O	-3%	-3%	13%	15%	-10%	-3%	22%	4%	-2
COc1ccc(COC(=O)c2sc3nc4n(c(=O)c3c2C)CCC4)cc1	8.2µM*	1%	-1%	6%	-1%	26%	?	29%	29
COc1cccc(-c2coc3cc4oc(=O)c(CCC(=O)O)c(C)c4cc23)c1	?	-21%	-2%	-13%	1%	20%	-9%	-32%	36
COc1ccccc1N1CCN(C(=O)CCc2nnc3ccc(N4CCC(C)CC4)nn23)CC1	?	0%[57.1 µM]	?	-5%	-29%	7%	-21%	-3%	-6

An excerpt from above in order of their number in WRN helicase inh, smallest number first:
compound	WRN helicase inh	SW480 rerep	IL-1B inflam inh
O=C(/C=C/c1ccco1)OCn1nnc2ccccc2c1=O	-3%	-10%	-2
Cc1ccc(CN2CCS(=O)(=O)CC2)o1	-2%	1%	20
CC1CCCN(C(=O)Nc2cccc(NC(=O)N3CCCC(C)C3C)c2)C1C (stereo not given)	1%	-5%	-3

Next part.
structure	KB-V1 MDR tox	WRN helicase inh	KB-3-1 tox	HT1080-NT tox	SW480 rerep	MCF10A rereplic	HT1080 IDH1KD tx	ATXN2 expr inh	IL-1B inflam inh
Cc1ccc(NC(=O)CS(=O)Cc2nc(-c3ccc(C)cc3)oc2C)cc1 (stereo not given)	1%	1%	2%	1%	1%	-2%	0%	-10%	-9
Cc1ccc(C(=O)Nc2nnc(-c3cccs3)s2)cc1C	10%	-3%	11%	6%	1%	0%	12%	2%	41
COc1ccc(OC)c(NC(=O)C2CCCN2S(=O)(=O)c2cccc3nsnc23)c1 (stereo not given)	-6%	6%	-4%	14%	-8%	0%	-3%	8%	4
COc1ccc(-c2noc(=O)[nH]2)cc1	24%	-3%	-5%	4%	-2%	?	9%	-6%	12
O=C(NC(=S)N(Cc1ccccc1)c1ccccn1)C1CCCCC1	-20%	8%	16%	-1%	-4%	-1%	-4%	1%	0
O=C(Nc1cccc(-c2csc(Nc3ccc(Cl)cc3)n2)c1)c1cc([N+](=O)[O-])cc(C(F)(F)F)c1	0%	-6%	?	1%	6%	9.2µM*	4%	-15%	-27
COc1cccc2cc(C(=O)NCCc3ccccc3)oc12	-2%	9%	25%	1%	-3%	-1%	1%	54%[activator]	-26
COC(=O)C1=C(C)Nc2c(c(=O)n(C)c(=O)n2C)C1c1cccnc1 (stereo not given)	8%	3%	0%	-1%	-4%	3%	2%	1%	-14
COc1cccc(C(=O)Nc2nnc(SCC(=O)Nc3ccc(NC(C)=O)cc3)s2)c1	0%	-32%	0%	6%	2%	-4%	12%	13%	-7
Cc1cc(NC(=O)c2cc3ccccc3o2)ccc1NC(=O)c1ccccc1	1%	5%	10%	1%	?	0%	7%	1%	?

(listing goes on)
structure	KB-V1 MDR tox	WRN helicase inh	KB-3-1 tox	HT1080-NT tox	SW480 rerep	MCF10A rereplic	HT1080 IDH1KD tx	ATXN2 expr inh	IL-1B inflam inh
COc1ccc(CNC(=O)c2ccc(S(=O)(=O)N3CCCC3)cc2)cc1OC	-9%	-20%	-8%	3%	-4%	-1%	0%	5%	-15
CCCc1ccc(S(=O)(=O)N(C)S(=O)(=O)c2ccc(F)cc2)cc1	0%	7%	5%	16%	1%	5%	2%	-1%	-5
CC(COc1ccccc1)N1CCC(CO)(CCc2ccccc2)CC1 (stereo not given)	?	-9%[57.1 µM]	-13%	16µM*	20%	?	?	-12%	-67*
O=C(COC(=O)[C@@H]1CCCN1S(=O)(=O)c1ccc(Cl)cc1)NCC(F)(F)F	3%	-10%	5%	9%	-8%	6%	15%	9%	1
COc1ccc2nc(NC(=O)c3ccoc3C)sc2c1	7.3µM*	7%	3%	10µM*	13%	?	11µM*	?	-9
COc1ccc(C(=O)CSc2nc(C)cc(C)n2)cc1[N+](=O)[O-]	?	6%	-5%	12%	-11%	20%	12%	6%	12
COc1ccc(CC(N)c2csc(Nc3ccc(S(C)(=O)=O)cc3)n2)cc1 (stereo not given)	5%	0%	0%	-21%	.	.	-23%	-15%	-14
O=C(NCCN1CCOCC1)C(=O)NCC1OCCCN1S(=O)(=O)c1cc(F)ccc1F (stereo not given)	8%	9%	-1%	5%	3%	-13%	14%	0%	-11
CSc1nnc(-c2ccc(C(F)(F)F)nc2C)o1	4%	4%	2%	?	?	4%	?	15%	-8
Cc1sc2ncnc(N/N=C/c3cccc(O)c3)c2c1C	0%	-14%	-1%	?	2%	5%	?	40%[activator]	-19

(list continues)
structure	KB-V1 MDR tox	WRN helicase inh	KB-3-1 tox	HT1080-NT tox	SW480 rerep	MCF10A rereplic	HT1080 IDH1KD tx	ATXN2 expr inh	IL-1B inflam inh
COc1ccccc1NC(=O)c1ccc(COc2ccccc2OC)cc1	-7%	-4%	-3%	-6%	-11%	-2%	-3%	-24%	-25
COc1ccc(NC(=O)COc2coc(CN3CCc4ccccc4C3)cc2=O)cc1	0%	-8%	-22%	19%	3%	5%	?	-2%	10
CCn1c(CC(=O)Nc2ccc(F)cc2)nnc1SCC(=O)Nc1nncs1	27%	-3%	-4%	-9%	-19%	-8%	-9%	-6%	12
CCC1CCCCN1CCCNC(=O)CCC(=O)N1CCOc2ccccc21 (stereo not given)	5%	0%	12%	-17%	-5%	11%	3%	-12%	-18
CN(C)Cc1cc(O)c(CN(C)C)cc1O	14%	2%[11.6 µM]	?	7%	-7%	-3%	3%	.	7
COC(=O)Cc1ccc(NC(=S)NC(C)(C)C)cc1	0%	0%	2%	3%	-60%[inhibitor]	-44%[inhibitor]	1%	7%	7
CCOC(=O)c1cc2c(nc1N)CCCC2	2%	1%	9%	-4%	-26%	-1%	-4%	4%	6
COC(=O)c1ccc(CN(C(C)=O)c2ccccc2)o1	0%	-3%	20%	0%	-5%[9.22 µM]	-44%[inhibitor]	0%	0%	19
COc1ccc2c(c1)[nH]c1c(=O)n(/N=C/c3ccc(OC)c(CN4CCCCC4)c3)cnc12	0%	10%	-1%	-2%	?	1%	5%	-2%	-16
COc1ccc(C(=O)OCCOc2cccc(Cl)c2)cc1S(=O)(=O)N1CCOCC1	-24%	-19%	0%	-14%	-1%	?	-14%	-17%	i
